PhoP GFP inhibition: PhoP regulon inhibitors, Salmonella typhi PhoP promoter GFP reporter, confirmatory (AID 1850); Salmonella Typhi PhoP-promoter GFP reporter, fluorescence, 4 h; higher % means a stronger effect; inhibition, % at 50 µM, or IC50 in µM where a hit was titrated; hit rate 0.33% among 310,000; in the data active = a potency from the dose series; inconclusive = inhibition mostly from about 25% at the one dose, without a potency; inactive = the rest, 99 in 100 with inhibition below about 19%;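 also: 0% = induced wells with vehicle and 100% = uninduced wells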
VEEV TC-83 Vero: inhibitors of VEEV TC-83 cytopathic effect, confirmation, Vero cells (AID 588727) | inhibition, % at 20 µM, or IC50 in µM where a hit was titrated | Vero cells, VEEV TC-83 cytopathic effect inhibition; higher % means a stronger effect | hit rate 0.13% among 350,000; in the data active = a potency from the dose series; inconclusive = inhibition mostly from about 14% at the one dose, without a potency; inactive = the rest, 99 in 100 with inhibition below about 12%; also: strong numbers were not always called active
influenza NS1A: H1N1 influenza NS1A inhibitors, functional cell based assay (AID 504329); NS1A functional cell-based assay, percent inhibition; higher % means a stronger effect; inhibition, % at 12.5 µM, or IC50 in µM where a hit was titrated; hit rate 0.3% among 340,000; in the data active = a potency from the dose series; inconclusive = inhibition above about 27% without an active follow-up result; also: strong numbers were not always called active
tuberculosis growth: growth inhibition of non-replicating M. tuberculosis (AID 488890). Mycobacterium tuberculosis non-replicating, growth inhibition; higher % means a stronger effect. hit rate 0.39% among 320,000. inhibition, % at 25 µM; hits with a dose series show IC50 in µM; in the data active = a potency from the dose series; inconclusive = inhibition mostly from about 82% at the one dose, without a potency; inactive = the rest, 99 in 100 with inhibition below about 76%;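 also: plate controls were DMSO cells for no effect and high antibiotic wells for full effect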
H37Rv inhibition: M. tuberculosis growth inhibition, HTS (AID 449762); hit rate 0.59% among 330,000; inhibition, % at 25 µM, or IC50 in µM where a hit was titrated; M. tuberculosis H37Rv growth inhibition, 7H9 media; higher % means a stronger effect; in the data active = a potency from the dose series; inconclusive = inhibition above about 70% without an active follow-up result;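 also: bacterial growth assessed after seven days of incubation; strong numbers were not always called active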
* = called active by the depositor; i = inactive; ? = inconclusive; · = no result given.

Short keys: A = PhoP GFP inhibition; B = VEEV TC-83 Vero; C = influenza NS1A; D = tuberculosis growth; E = H37Rv inhibition
COc1ccc2[nH]c(C(=O)O)c(CCNC(C)=O)c2c1
  A: -1%; B: 0.2%; C: -10%; D: -7%; E: 1%

COc1cc2c3c(c1)C1(C(=O)N3C(C)(C)C=C2C)C(C#N)=C(N)Oc2cc(O)ccc21 (configuration not stated)
  A: -7%; B: 5.0%; C: 13%; D: 35%; E: 10%

CCc1ccccc1-n1c(SCC(=O)N2CCCC2)nnc1-c1ccccn1
  A: -1%; B: 0.1%; C: 3%; D: -3%; E: -7%

Cc1cc(C)n(/N=C/c2cc(Cl)cc(Cl)c2O)c(=O)c1
  A: 137µM*; B: 0.8%; C: -11%; D: 72%; E: 2%

COc1ccc(N(CC(=O)N2CCN(Cc3ccc4c(c3)OCO4)CC2)S(=O)(=O)c2ccc(F)cc2)cc1
  A: 2%; B: 1.2%; C: 13%; D: 22%; E: -7%

CN(C1(C)CCS(=O)(=O)C1)S(=O)(=O)c1ccc(F)cc1 (configuration not stated)
  A: 2%; B: 2.5%; C: 18%; D: -5%; E: -2%

O=C(O)c1ccc(Br)c(S(=O)(=O)N2CCCC2)c1
  A: -8%; B: i; C: 15%; D: 0%; E: -5%

CC1=NN(c2ccccc2)C(=O)C1/C=C1/C(=O)NC(=O)N(c2cc(C)cc(C)c2)C1=O (configuration not stated)
  A: -8%; B: 0.6%; C: 2%; D: 3%; E: -6%

Cc1csc(=O)n1CC(=O)OCC(=O)N(CC(C)C)c1c(N)n(Cc2ccccc2)c(=O)[nH]c1=O
  A: -4%; B: 2.6%; C: -12%; D: -8%; E: -8%

COc1cc(CN2CCN(c3cccc(C)c3C)CC2)cc(OC)c1O
  A: -1%; B: i; C: -19%; D: 2%; E: -1%

O=c1c2ccccc2oc2ccc(Oc3ccccc3)cc12
  A: -12%; B: 0.4%; C: -49%; D: 21%; E: 6%

COc1cccc(N(CC(=O)NC2CCCC2)C(=O)Cn2nnc(-c3ccc(C)o3)n2)c1
  A: 11%; B: 1.6%; C: -2%; D: 13%; E: 1%

O=C(c1ccc([N+](=O)[O-])cc1)N1CCN(C(=O)c2ccco2)CC1
  A: 4%; B: 1.0%; C: 9%; D: -8%; E: 2%

CC1(C)Cc2ccccc2C(N)=C1C#N
  A: -12%; B: i; C: 0%; D: ·; E: ·

COc1ccc(COc2ccccc2C(N)=O)cc1F
  A: -2%; B: 0.5%; C: 5%; D: 32%; E: -6%

Cc1cc(C)cc(OCC(=O)OCC(=O)c2cc(C)n(C3CC3)c2C)c1
  A: -6%; B: i; C: -9%; D: ?; E: 54%

CCN(CC)C(=O)CSc1nc(Cc2ccccc2)nc2ccccc12
  A: 1%; B: 3.8%; C: 0%; D: -10%; E: 0%

Cc1c(C)c2c(OCC(=O)O)cc3c(c2oc1=O)CCC(C)(C)O3
  A: -2%; B: 0.7%; C: -2%; D: -21%; E: -6%

CCN(CC)CCn1c(SCC(=O)NCCC2=CCCCC2)nc2c(sc3ccccc32)c1=O
  A: -12%; B: 3.9%; C: 2%; D: 52%; E: 5%

CCOC(=O)CC(=O)NC(CC(=O)OC)c1ccc(Br)cc1 (configuration not stated)
  A: 11%; B: 0.7%; C: -3%; D: -20%; E: 1%

CC(=O)c1cccc(NC(=O)COC(=O)CC2CC3CCC2C3)c1 (configuration not stated)
  A: ·; B: 0.9%; C: -8%; D: 21%; E: -3%

COc1ccc(/C=C2\N=C(C)N(c3ccc4ccccc4c3)C2=O)cc1OC
  A: -13%; B: 2.5%; C: 6%; D: 37%; E: 4%

OCc1nc2ccccc2n1Cc1c(F)cccc1Cl
  A: 20%; B: i; C: -14%; D: -11%; E: 2%

CCOc1ccc(NC(=O)c2cccc(NC3=NC4CS(=O)(=O)CC4S3)c2)cc1 (configuration not stated)
  A: 0%; B: 1.3%; C: 3%; D: 3%; E: -11%

CCOc1ccc(CCNC(=O)COC(=O)Cc2ccc(F)cc2)cc1OCC
  A: -8%; B: 0.0%; C: 9%; D: 36%; E: -4%

Oc1ccccc1OCCOc1ccccc1OCCOc1ccccc1O
  A: 6%; B: 4.3%; C: 14%; D: 25%; E: 8%

COc1ccc2nc3oc(C(=O)NC4CCN(Cc5ccccc5)CC4)cc3cc2c1
  A: 16%; B: i; C: 5%; D: 19%; E: 3%

CCOC(=O)CN(C(=O)COc1nc(-c2ccccc2)cc(C)c1C#N)c1cccc(OC)c1
  A: 5%; B: 3.5%; C: -20%; D: 0%; E: -8%

CCOC(=O)c1cc(=O)c2ccc(OCC(=O)Nc3ccc(F)cc3)cc2o1
  A: 1%; B: i; C: -21%; D: 7%; E: 6%

O=C(NC(Cc1ccccc1)c1nc2ccccc2[nH]1)C1CC(=O)N(c2ccc3c(c2)OCCO3)C1 (configuration not stated)
  A: -7%; B: 8.1%; C: 7%; D: 50%; E: 0%

CN(NC(=O)c1ccccc1Cl)c1ncc(C(F)(F)F)cc1Cl
  A: 2%; B: 3.5%; C: -3%; D: -4%; E: -4%

COc1ccc(NC(=O)/C(C#N)=C/c2ncc([N+](=O)[O-])n2C)c(OC)c1
  A: 5%; B: 1.4%; C: -17%; D: 12%; E: 2%

COc1ccc(-n2cnc3cc(C(=O)N4CCOCC4)ccc32)cc1
  A: 1%; B: 2.5%; C: -2%; D: ·; E: -1%

O=C(O)C1=C[C@@H](c2ccc(Br)cc2)C[C@@H](OCCCCO)O1
  A: -13%; B: 0.4%; C: -2%; D: 40%; E: 8%

CS(=O)(=O)Nc1ccc(S(=O)(=O)Nc2nccs2)cc1
  A: -2%; B: i; C: -12%; D: 12%; E: -15%

CC(CC(=O)O)n1nnc2ccccc21 (configuration not stated)
  A: 4%; B: i; C: -3%; D: -2%; E: 3%

COc1cc(NC(=O)CN(C)S(=O)(=O)c2ccc3c(c2)CC(C)N3C(C)=O)cc(OC)c1OC (configuration not stated)
  A: 4%; B: 2.7%; C: 1%; D: -2%; E: 0%

Cc1ccc(Cc2cc(-c3ccc(C)cc3)n[nH]c2=O)cc1
  A: -2%; B: 2.4%; C: ·; D: 5%; E: 2%

Cc1ccc2c(c1)C(C)(C)[C@]1(C)NC(=O)CCN21
  A: -4%; B: 0.3%; C: -2%; D: -4%; E: 0%

O=C1c2cccnc2C(O)N1C1CCCCC1 (configuration not stated)
  A: -4%; B: 3.6%; C: 1%; D: -5%; E: 1%

Retrieved by compound from the entries so far, 2 records:
Short keys: A = PhoP GFP inhibition; B = VEEV TC-83 Vero; C = influenza NS1A; D = tuberculosis growth; E = H37Rv inhibition
Cc1ccc2c(c1)C(C)(C)[C@]1(C)NC(=O)CCN21
  A: -4%; B: 0.3%; C: -2%; D: -4%; E: 0%

CC(CC(=O)O)n1nnc2ccccc21 (configuration not stated)
  A: 4%; B: i; C: -3%; D: -2%; E: 3%

Continued.
Short keys: A = PhoP GFP inhibition; B = VEEV TC-83 Vero; C = influenza NS1A; D = tuberculosis growth; E = H37Rv inhibition
O=C(c1ccccc1)c1ccc2nc[nH]c2c1
  A: -11%; B: 3.1%; C: 1%; D: 10%; E: -12%

COCCNC(=S)N/N=C(\C)c1ccc(Cl)c(Cl)c1
  A: -2%; B: 5.3%; C: 6%; D: ?; E: ?

COc1ccc(OC)c(N(CC(=O)Nc2ccc3c(c2)OCCO3)S(C)(=O)=O)c1
  A: -3%; B: 3.5%; C: -18%; D: 6%; E: 8%

COC(=O)c1cc(NC(=O)c2cc(C(C)(C)C)nn2Cc2cccc(C)c2)ccc1N1CCOCC1
  A: -6%; B: 8.1%; C: 2%; D: 20%; E: 20%

CC1CCC(C(C)C)C(OC(=O)C[n+]2cc(-c3ccc(Cl)cc3)n3c2CCCCC3)C1 (configuration not stated)
  A: 11%; B: 0.8%; C: 0%; D: ?; E: ?

CC(Oc1cc(F)ccc1[N+](=O)[O-])C(=O)Nc1ccc(S(=O)(=O)N2CCCC2)cc1 (configuration not stated)
  A: -10%; B: 12%; C: 21%; D: 12%; E: -3%

CN(c1ccccc1)c1nc(N)c([N+](=O)[O-])c(Nc2ccccc2)n1
  A: -4%; B: 1.2%; C: 7%; D: 13%; E: 4%

CC12CCC(C1)C(C)(C)C2OC(=O)c1ccccc1C(=O)O (configuration not stated)
  A: 9%; B: 0.3%; C: 21%; D: 16%; E: 9%

COCCNC(=O)c1onc(CCl)c1C(=O)OC
  A: -10%; B: 0.1%; C: 0%; D: 0%; E: ?

COc1cc(/C=C(/C#N)c2nc3ccccc3[nH]2)ccc1OCC(=O)Nc1ccccc1C
  A: 1%; B: 6.9%; C: -17%; D: 24%; E: 3%

CN(C)c1ccc(/C=N/O)cc1
  A: 1%; B: 1.2%; C: 1%; D: 68%; E: 7%

CCCN(C(=O)Cc1coc2cc(OC)ccc12)C1CCS(=O)(=O)C1 (configuration not stated)
  A: ·; B: 3.7%; C: -9%; D: 6%; E: 5%

COc1cccc(OC)c1OC(=O)c1ccccc1
  A: ·; B: 0.3%; C: 1%; D: ·; E: ·

COc1ccc(Cl)c(NCCC(=O)O)c1
  A: 2%; B: 1.4%; C: 6%; D: 2%; E: 6%

COc1ccccc1NC(=O)C(NC(=O)OC(C)(C)C)C(C)OCc1ccccc1 (configuration not stated)
  A: -4%; B: i; C: 9%; D: 0%; E: -1%

CCc1ccc(/C=C2/Sc3ccccc3N(CC(=O)NCCCN3CCOCC3)C2=O)cc1
  A: -20%; B: 2.6%; C: 16%; D: 30%; E: 38%

CC(=O)Nc1ccc(S(=O)(=O)N(C)c2ccc(OCCOc3cccc(C)c3)cc2)cc1
  A: ·; B: 2.1%; C: -1%; D: 11%; E: 8%

CNCC(O)C(O)C(O)C(O)CO (configuration not stated)
  A: 3%; B: 0.4%; C: -1%; D: 3%; E: -12%

Cn1cnc(S(=O)(=O)N2CCN(C(c3ccccc3)c3ccccc3)CC2)c1
  A: -18%; B: i; C: 0%; D: -3%; E: 3%

O=C(Cn1ncc(Cl)c(Cl)c1=O)c1ccc2c(c1)OCCO2
  A: ·; B: 0.3%; C: 0%; D: ?; E: 6.8µM*

O=C(O)CSc1nnc(Cn2nnc3ccccc32)n1CCc1ccccc1
  A: -4%; B: 3.9%; C: 5%; D: 21%; E: 12%

CC(C)OC(=O)c1ccc(NC(=O)Cn2c(-c3nonc3N)nc3ccccc32)cc1
  A: -3%; B: 2.8%; C: 19%; D: -4%; E: 2%

CCCCNC(=S)NNC(=O)c1csc2ccccc12
  A: -5%; B: 0.6%; C: 4%; D: 57%; E: 2%

O=C(c1cnn(-c2ccccc2)c1)c1ccc2ccccc2c1O
  A: -12%; B: 5.4%; C: 4%; D: 4%; E: -8%

COCC(C)n1c(C)cc(C(=O)CN2c3cccc4cccc(c34)S2(=O)=O)c1C (configuration not stated)
  A: ·; B: 2.2%; C: -5%; D: 24%; E: -1%

COc1cc(S(=O)(=O)N2CCCCC2)ccc1NC(C)=O
  A: -4%; B: i; C: 8%; D: -5%; E: -11%

Cc1ccccc1C(=O)NC1CCN(CC(=O)NCc2cccs2)CC1
  A: -6%; B: 1.1%; C: 1%; D: -5%; E: -8%

O=C(Cc1ccccc1)NNC(=O)c1cccs1
  A: 6%; B: 2.2%; C: -1%; D: -14%; E: -7%

COc1cc(-c2cc(C(=O)Nc3ccncc3)c3ccccc3n2)cc(OC)c1OC
  A: ·; B: 5.6%; C: -13%; D: 30%; E: 41%

CCC(OC(=O)CNS(=O)(=O)c1ccccc1)C(=O)c1ccccc1 (configuration not stated)
  A: 2%; B: ?; C: 4%; D: -1%; E: 7%

CN1C(=O)C(=Cc2ccc(SC3CCCCC3)o2)C(=O)N(C)C1=O
  A: 6%; B: 0.3%; C: 1%; D: ?; E: 30%

Cc1ccc(CNC(=O)COC(=O)c2cc(=O)[nH]c3ccccc23)cc1
  A: ·; B: 5.2%; C: -3%; D: 7%; E: 7%

COC(=O)c1nc2nc(C)cc(=O)n2[nH]1
  A: 7%; B: 1.9%; C: 1%; D: 9%; E: 1%

Nc1cc(=O)[nH]c(SCC(=O)N2N=C(c3ccc(Cl)cc3)CC2c2ccco2)n1 (configuration not stated)
  A: -9%; B: i; C: 9%; D: 58%; E: 15%

COc1ccc(-c2ccc3c(c2)C2CC3CCN2C(=O)OCc2ccccc2)cc1 (configuration not stated)
  A: ·; B: 0.2%; C: -10%; D: ·; E: ·

COc1ccc([N+](=O)[O-])c2c(=O)ccoc12
  A: 2%; B: i; C: 0%; D: -1%; E: 3%

CC1CN2C(c3ccc([N+](=O)[O-])cc3)=CSC2=N1 (configuration not stated)
  A: 5%; B: 0.7%; C: -1%; D: -2%; E: 5%

An excerpt of these results, with two lines to a compound.
Results follow in this order: PhoP GFP inhibition | VEEV TC-83 Vero | influenza NS1A | tuberculosis growth | H37Rv inhibition
- COc1ccc(-c2ccc3c(c2)C2CC3CCN2C(=O)OCc2ccccc2)cc1 (configuration not stated)
→ · | 0.2% | -10% | · | ·
- COc1ccc([N+](=O)[O-])c2c(=O)ccoc12
→ 2% | i | 0% | -1% | 3%

Compounds as they come, and some 1.4% of all compounds hit somewhere here.
